Screens as filed in PubChem.
Yfh1-off respiration: enhancers of respiration in Yfh1-depleted yeast, dose response, Friedreich's ataxia, plus single-dose screen (AID 1465) | fold induction at 50 µM; hits with a dose series show EC50 in µM | 0.074% of 220,000 active | S. cerevisiae Yfh1-off respiration, WST-1 reduction, 72 h; higher fold induction means a stronger effect;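 active = fold induction of absorbance versus untreated yeast above a set limit, then at least 30% activation at any dose in follow-up; inconclusive = repeats straddling the limit, or above it without dose testing; inactive = fold induction below the set limit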;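 note: activators that raise dye reduction in frataxin-depleted yeast; strong numbers were not always called active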
Large T inhibition: SV40 large T antigen inhibitors, biochemical (AID 1903); SV40 large T antigen ATPase/helicase inhibition assay; higher % means a stronger effect; inhibition, % at 20 µM, or IC50 in µM where a hit was titrated; 0.39% of 310,000 active; in the data active = a potency from the dose series; inconclusive = inhibition mostly from about 32% at the one dose, without a potency; inactive = the rest, 99 in 100 with inhibition below about 32%; note: strong numbers were not always called active
NS5 inhibitors: Dengue-2 NS5 methyltransferase inhibitors, primary screen, biochemical, confirmation dose response (AID 588689); one-dose inhibition, % at 25 µM; IC50 in µM for titrated hits; Dengue-2 NS5 methyltransferase capping enzyme assay, biochemical; higher % means a stronger effect; 0.3% of 340,000 active; in the data active = a potency from the dose series; inconclusive = inhibition above about 29% without an active follow-up result
GPR35 antagonists: GPR35 antagonists blocking zaprinast-driven arrestin recruitment, primary screen, imaging, U2OS, beta-arrestin-GFP, zaprinast agonist (AID 2058) | G-protein coupled receptor 35 (Homo sapiens) | U2OS GPR35 beta-arrestin-GFP translocation imaging, zaprinast antagonism; higher % means a stronger effect | inhibition, % at 10 µM; hits with a dose series show IC50 in µM | 0.052% of 290,000 active;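 active = inhibition of at least 50% with at least 30 cells and total cytoplasm GFP at most 10,000,000; inconclusive = under 30 cells or total GFP of 10,000,000 plus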
GPR55 beta-arrestin: GPR55 agonists via beta-arrestin recruitment, primary screen, imaging, U2OS cells, beta-arrestin-GFP redistribution (AID 1961) | G-protein coupled receptor 55 (Homo sapiens) | U2OS GPR55 beta-arrestin-GFP redistribution imaging; higher % means a stronger effect | activation, % at 10 µM; hits with a dose series show EC50 in µM | 0.048% of 290,000 active;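 active = activation above 40% with more than 50 cells counted in the well; inconclusive = wells holding fewer than 50 cells, flagged as toxic or sparse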;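 note: U2OS osteosarcoma cells stably expressing GPR55 and beta-arrestin-GFP; plate controls were DMSO negative control for no effect and LPI positive control for full effect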
Rac1 GTP hydrolysis: MgcRacGAP GTPase-activating activity inhibitors, confirmation, biochemical, ADP Hunter fluorescence | Rac GTPase-activating protein 1 (Homo sapiens) | inhibition, % at 30 µM, or IC50 in µM where a hit was titrated | 0.6% of 340,000 active | MgcRacGAP-stimulated Rac1 GTP hydrolysis, ADP Hunter fluorescence; higher % means a stronger effect; GST-tagged Rac1 F28L mutant substrate;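 active = first-screen hits whose inhibition reached a set limit at any dose in the follow-up dose series; inconclusive = inhibition above the set first-screen limit but never retested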;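 note: fluorescence reports GDP produced by GAP-driven GTP hydrolysis; strong numbers were not always called active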
GPR55 antagonists: GPR55 antagonists blocking LPI-driven arrestin recruitment, primary screen, imaging, U2OS, beta-arrestin-GFP, LPI agonist (AID 2013); G-protein coupled receptor 55 (Homo sapiens); 0.13% of 290,000 active; U2OS GPR55 beta-arrestin-GFP translocation imaging, LPI antagonism; higher % means a stronger effect; one-dose inhibition, % at 10 µM; IC50 in µM for titrated hits;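 active = spots per cell inhibited over 60%, with over 100 cells counted and total cytoplasm intensity under 500,000; inconclusive = wells with under 100 cells, flagged as likely toxic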;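 note: U2OS cells stably carrying GPR55 and arrestin-GFP stimulated by 5 µM LPI near EC80; imaged beta-arrestin-GFP aggregate spots per cell after agonist stimulation; plate controls were LPI-stimulated DMSO wells for no effect and DMSO wells without LPI for full effect; some results filed as inactive read as strong as hits; confirmed hits need IC50 under 10 µM and bright autofluorescent wells are also inconclusive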
AID2073: inhibitors of Mint1-CaV2.2 protein interaction, biochemical, HTRF (AID 2073); 0.19% of 290,000 active; HTRF protein-protein interaction, Mint1-CaV2.2; higher % means a stronger effect; Voltage-dependent N-type calcium channel subunit alpha-1B (Homo sapiens); one-dose inhibition, % at 20 µM; IC50 in µM for titrated hits; in the data active = inhibition mostly above about 51%, no sharp cut-off; inconclusive = no clear call, values can overlap the other calls; inactive = mostly below about 53%; note: some results filed as inactive read as strong as hits
NTR1 ag: agonists of NTR1, primary screen, imaging, U2OS cells, beta-arrestin-GFP, high content (AID 493036) | Neurotensin receptor type 1 (Homo sapiens), P30989 | NTR1-U2OS beta-arrestin-GFP spot imaging, agonist mode | activation, % at 20 µM | 0.17% of 330,000 active;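 active = activation at or above 40% of the spot to cytoplasm intensity ratio, with at least 20 cells analyzed; inconclusive = wells under 20 cells, flagged as cytotoxic or low count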;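 note: 0% = DMSO without peptide and 100% = 100 nM NTR1 peptide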
Target sequence (P30989 whole entry, looked up): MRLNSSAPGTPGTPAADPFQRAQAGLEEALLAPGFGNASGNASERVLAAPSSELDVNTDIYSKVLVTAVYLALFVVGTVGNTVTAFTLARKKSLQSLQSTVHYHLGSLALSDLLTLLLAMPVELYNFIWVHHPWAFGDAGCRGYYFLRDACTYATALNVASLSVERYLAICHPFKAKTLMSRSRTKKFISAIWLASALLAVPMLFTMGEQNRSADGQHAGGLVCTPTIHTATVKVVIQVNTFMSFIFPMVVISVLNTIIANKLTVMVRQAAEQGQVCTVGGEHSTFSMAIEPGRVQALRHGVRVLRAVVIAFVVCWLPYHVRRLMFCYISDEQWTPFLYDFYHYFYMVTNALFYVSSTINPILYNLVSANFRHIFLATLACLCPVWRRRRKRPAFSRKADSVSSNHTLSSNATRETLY
NTR1 ag cell count 20 µM: also measured in NTR1 ag; calls as there; cell count; measured here: cell count, cytotoxicity flag
NS5 inhibitors pilot replicate: second read-out of NS5 inhibitors, no call of its own (marks repeat the call); inhibition, %; measured here: pilot screen replicate inhibition
An asterisk follows results filed as active; i = inactive; u = inconclusive; x = not tested or not shown.

SMILES | Yfh1-off respiration | Large T inhibition | NS5 inhibitors | GPR35 antagonists | GPR55 beta-arrestin | Rac1 GTP hydrolysis | GPR55 antagonists | AID2073 | NTR1 ag | NTR1 ag cell count 20 µM | others
CCCn1c(CC)nc([N+](=O)[O-])c1Sc1ccc(C)cc1 | i | -2% | -11% | -19% | -0.1% | 4% | -1% | -9% | -0.9 | 80 | NS5 inhibitors pilot replicate=2.7
COC(=O)C1=C(C)N(Cc2ccccc2)C(=O)N[C@H]1c1ccc(Br)cc1 | i | 23% | 6% | -8% | -0.2% | -2% | 0% | 17% | 2.1 | 75
Cc1nnsc1C(=O)NNS(=O)(=O)c1cc(C(F)(F)F)cc(C(F)(F)F)c1 | i | 2% | -4% | -1% | -0.2% | 11% | -6% | 13% | -0.1 | 51
CCO[C@@H]1OC(C(=O)O)=C[C@H](C)[C@H]1CCCO | i | 4% | -7% | -6% | 1.0% | 9% | 18% | 15% | -0.5 | 53
COc1ccc(CN2CCCC(N3CCc4ccccc4C3)C2)c(O)c1 (stereo unspecified) | x | 3% | 8% | 0% | 1.2% | 5% | -11% | 8% | 0.6 | 81
Cc1ccc(CNC(=O)c2cc3c(=O)n4ccccc4nc3n(Cc3ccco3)c2=N)cc1 | i | x | 7% | -8% | -0.2% | 9% | 13% | 31% | 31 | 62
CN1CCN(NC(=O)C23CC4CC(CC(C4)C2)C3)CC1 | i | 8% | -11% | -22% | -0.2% | 5% | 1% | 3% | 3.6 | 77
COc1ccc(CN2CC(C(=O)NCc3ccc4c(c3)OCO4)CC2=O)cc1 (stereo unspecified) | i | 5% | -6% | -4% | -0.1% | 4% | 8% | -1% | -0.6 | 59
O=C(/C=C/c1ccccc1)NCC(=O)N/N=C/c1ccco1 | x | 2% | -6% | 17% | 0.0% | 7% | -2% | -3% | 1.6 | 60
C/C(NCCN1CCOCC1)=C(\C#N)C(N)=O | i | 24% | -3% | -4% | -0.3% | 11% | 6% | 11% | -0.8 | 49
COCC(=O)N(Cc1cc2ccc(C)c(C)c2n2nnnc12)C1CCCC1 | i | 25% | -3% | -7% | -0.3% | 6% | 2% | -2% | 2.4 | 27
COC(=O)CSc1nc2sc3c(c2c(=O)[nH]1)CCC3 | i | 6% | 3% | 3% | 0.2% | 15% | -4% | -7% | -1.3 | 50
Cc1nc2c(-c3ccc(F)cc3)cnn2c(N)c1-c1ccccc1 | x | 21% | -5% | -19% | 0.2% | 3% | 9% | 13% | 28 | 95
O=C(Nc1ccc2oc(-c3ccccc3Cl)nc2c1)c1ncn[nH]1 | i | 17% | -8% | 7% | 0.2% | 4% | -1% | 28% | 2.5 | 55
O=C(O)CC1(CC(=O)Nc2cc3ccccc3cn2)CCCCC1 | i | 8% | x | -7% | -0.1% | x | -1% | 8% | 0.1 | 68
Cn1c(=O)oc2cc(S(=O)(=O)NCc3ccc(C(=O)O)cc3)ccc21 | i | 10% | -15% | 0% | 0.3% | 2% | 3% | 15% | -3.4 | 53
CCc1cc2c(=O)c(-c3nc(C)cs3)coc2cc1O | i | 7% | -4% | 9% | -0.1% | 2% | -3% | 32% | 3.0 | 48
CC(C)N1CCc2c(sc(NC(=O)c3ccco3)c2C(N)=O)C1 | x | 7% | -18% | 9% | -0.1% | 13% | -14% | 7% | 0.4 | 56
S=C(NCc1ccc(Cl)cc1)NCc1ccco1 | x | 15% | 0% | -2% | -0.1% | 12% | -4% | -5% | -0.8 | 61
Cc1ccn2cc(CNS(=O)(=O)c3ccc4c(c3)OCCO4)nc2c1 | i | 1% | -1% | -1% | -0.1% | -6% | 12% | -9% | 3.9 | 55
COc1cc(OC)cc(-c2nnc(SCC(=O)N3c4ccccc4Sc4ccccc43)o2)c1 | i | x | -3% | x | x | 5% | x | x | 0.1 | 48
CCCCNC(=O)CSc1nc2ccccc2n1S(=O)(=O)c1ccc(Cl)cc1 | i | 1% | -3% | -1% | -0.3% | 5% | -1% | 7% | 1.8 | 74
Cc1ccc(NC(=O)CN(C)C(=O)CCCN2C(=O)c3ccccc3C2=O)cc1 | i | 1% | -6% | -18% | -0.1% | 0% | -2% | -13% | -0.5 | 88
CN(CC(=O)N1CCN(c2ccccc2)CC1)C1CCCc2ccccc21 (stereo unspecified) | x | 5% | -2% | 17% | -0.2% | 6% | -2% | 0% | 3.2 | 56
COC(=O)c1oc2ccc(Br)cc2c1NC(=O)c1ccccc1 | i | 0% | -1% | -3% | -0.1% | 8% | -4% | 16% | 7.9 | 51
CC1CCC(NC(=O)c2ccc(COc3ccccc3)o2)CC1 (stereo unspecified) | x | 4% | -4% | x | x | 0% | x | x | -0.7 | 61
CCc1cc2c(=O)c(-c3ccc4c(c3)OCCO4)coc2cc1OS(C)(=O)=O | i | 21% | 7% | -9% | -0.5% | 5% | 8% | 8% | 0.5 | 80
O=C(NNS(=O)(=O)c1ccc(Br)cc1)c1cccs1 | i | 22% | x | 15% | -0.1% | 2% | 13% | -11% | -0.7 | 29
COc1ccc2c(c1)CCc1c(C(=O)N3CCc4ccccc4C3)noc1-2 | i | 6% | -3% | -6% | -0.2% | -2% | -2% | 3% | 9.7 | 69
CCOc1ccc(OCCCC(=O)NCCOc2ccccc2OC)cc1 | x | 7% | -5% | -7% | 0.3% | 9% | 8% | -2% | -0.4 | 53
Cc1cc2nc(SCCN3CCOCC3)[nH]c2cc1C | i | 2% | 2% | u | 0.2% | 7% | -7% | 2% | 1.0 | 44
CCCCN(CCCC)CCCNC(=O)CN1C(=O)COc2ccc(S(=O)(=O)N3CCC(C)CC3)cc21 | x | 9% | 1% | -2% | -0.2% | 2% | -13% | 10% | 0.7 | 40
COc1ccc(-c2noc(-c3cccnc3)n2)cc1OC | i | -4% | 6% | 1% | -0.2% | 3% | 2% | 5% | -1.9 | 73
CCS(=O)(=O)N1CCN=C1SCc1cccnc1 | i | 4% | 4% | -13% | 0.6% | 8% | 13% | -8% | -0.5 | 94
O=C(NN=C1CCCC1)NC1CCCCC1 | i | -3% | 0% | 5% | -0.3% | 3% | 0% | 2% | -1.5 | 69
O=c1c2cc3c(nc2[nH]c(=S)n1-c1ccccc1)CCCC3 | i | 12% | 2% | 57% | -0.3% | 9% | -7% | -14% | -0.1 | 36
COc1ccc(C(=O)O/N=C(\N)c2ccccn2)cc1 | x | 8% | -7% | -17% | 0.4% | 11% | -5% | -4% | -0.3 | 62
CC1CCCCN1CCNC(=O)c1ccc2c(c1)N(Cc1ccccc1F)C(=O)c1ccccc1S2=O (stereo unspecified) | x | 3% | 0% | 16% | 0.1% | 5% | 13% | 16% | 0.2 | 70
O=C(CSc1nnnn1-c1ccccc1F)NNC(=O)c1ccco1 | i | 19% | -3% | 11% | 0.2% | 1% | 21% | -8% | 1.8 | 40
O=C(CN=C1NC(=O)C(c2ccccc2)(c2ccccc2)N1)NCc1ccc(F)cc1 | i | 15% | -4% | 16% | -0.2% | -1% | 1% | 1% | 0.2 | 89
Cc1cc(C(=O)NCCCC(=O)O)c(C)o1 | i | 6% | -2% | 13% | 0.0% | 10% | 1% | 5% | -2.0 | 69
Cc1ccc2c(c1)sc1nc(=O)ccn12 | x | 17% | -7% | 4% | 0.5% | 6% | 20% | 13% | 1.7 | 52
O=C(CN1CCN(S(=O)(=O)c2ccc(F)cc2)CC1)Nc1cccc(C(F)(F)F)c1 | x | 10% | -8% | 7% | 1.1% | -6% | 19% | 8% | 1.7 | 70
CC(C)(C)n1ncc2c(=O)n(CC(=O)N3CCc4ccccc43)cnc21 | i | 2% | -4% | 4% | 0.7% | 11% | 15% | -2% | -0.8 | 43
CCN1C(=O)[C@@H]2[C@@H](c3ccc(-c4ccc(Cl)c(Cl)c4)c(OC)c3)N3CCC[C@@]3(C(=O)OC)[C@@H]2C1=O | x | 15% | -10% | x | x | 6% | x | x | 12 | 62
Cc1ccccc1CNC(=O)C(=O)NCC1OCCCN1S(=O)(=O)c1ccc(F)cc1C (stereo unspecified) | x | 11% | -1% | 2% | -0.1% | 7% | 14% | 0% | 1.0 | 62
Cc1cc(NS(=O)(=O)c2ccc(NC(=O)C(C)Oc3ccc(Cl)cc3)cc2)no1 (stereo unspecified) | i | 14% | 2% | 22% | -0.2% | 8% | 2% | -2% | 0.0 | 89
CCOc1ccc(CN2CCN(Cc3cccc4nonc34)CC2CCO)cc1 (stereo unspecified) | i | 3% | -6% | 98%* | 0.1% | 13% | 4% | -6% | 1.1 | 80

At a glance, 6 of the compounds above:
SMILES | Yfh1-off respiration | Large T inhibition | NS5 inhibitors | GPR35 antagonists | GPR55 beta-arrestin | Rac1 GTP hydrolysis | GPR55 antagonists | AID2073 | NTR1 ag | NTR1 ag cell count 20 µM | others
Cc1ccc(CNC(=O)c2cc3c(=O)n4ccccc4nc3n(Cc3ccco3)c2=N)cc1 | i | x | 7% | -8% | -0.2% | 9% | 13% | 31% | 31 | 62
CN1CCN(NC(=O)C23CC4CC(CC(C4)C2)C3)CC1 | i | 8% | -11% | -22% | -0.2% | 5% | 1% | 3% | 3.6 | 77
COc1ccc(CN2CC(C(=O)NCc3ccc4c(c3)OCO4)CC2=O)cc1 (stereo unspecified) | i | 5% | -6% | -4% | -0.1% | 4% | 8% | -1% | -0.6 | 59
O=C(/C=C/c1ccccc1)NCC(=O)N/N=C/c1ccco1 | x | 2% | -6% | 17% | 0.0% | 7% | -2% | -3% | 1.6 | 60
C/C(NCCN1CCOCC1)=C(\C#N)C(N)=O | i | 24% | -3% | -4% | -0.3% | 11% | 6% | 11% | -0.8 | 49
COCC(=O)N(Cc1cc2ccc(C)c(C)c2n2nnnc12)C1CCCC1 | i | 25% | -3% | -7% | -0.3% | 6% | 2% | -2% | 2.4 | 27
